Bioassay records deposited in PubChem BioAssay by National Center for Advancing Translational Sciences (NCATS).
CCT modulator – modulators of cytosolic chaperonin (CCT/TRiC) activity; purified chaperonin ATPase assay, HTRF ADP detection, 30 min; activity change, % (test concentration not listed), hits read low; 360,000 compounds, 0.3% hits; AID 651819; in the data active = activity change below about -30%; note: % is set by controls: 0 for no effect and ±100 for the full control effect
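ATPase activity: ADP formed was measured by HTRF Transcreener (665/615 nm ratio) after 30 min at 37 deg C with 10 uM ATP. Compounds screened at one 76 uM concentration against 40 or 20 nM TRiC in Tris pH 7.4/KCl/MgCl2/DTT buffer.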
Nrf2 ARE act – activates Nrf2 signaling; AREc32 ARE-luciferase reporter (MCF7-derived line), luminescence, 24 h; Potency, µM (titrated, usually from 46.1 µM), for inactives: at the highest dose activation, actives largely listed as activators; AID 624171; 410,000 compounds, 0.31% hits; note: potency is the fitted concentration of half-maximal effect; % of control where 0% means no effect; nearly all actives have a fitted effect of over 65% in size
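ARE-driven firefly luciferase activity in AREc32 cells measured after a 24 hr compound exposure at 37 deg C, using Steady-Glo reagent and a 30 min room-temperature hold.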
HepG2 viability – kills HepG2 cells in TGF-b inhibitor counter-screen. HepG2 CAGA-GFP viability, ATP luminescence, 18 h. 410,000 compounds, 0.76% hits. Potency, µM (series often up to 46.1 µM), inactives show top-dose activity change, negative = cytotoxicity, most hits filed as cytotoxic; note: potency is the fitted concentration of half-maximal effect; some results filed as inactive show a strong effect at the top dose
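CellTiter-Glo luminescence gave cytotoxicity after 18 hours at 37 degrees C. The cells were HepG2 CAGA-GFP in 1% FBS DMEM, stimulated with 500 pg/mL TGF-beta after compound addition. %Activity was normalised to no-cell wells (complete cell-killing) and DMSO (no toxicity), and curves were fitted and classified.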
A549 viability – A549 cytotoxicity, counter-screen for Nrf2 inhibitors; A549 ARE-Fluc cells, CellTiter-Fluor viability, 18-24 h; Potency, µM (highest dose often 46 µM), without a hit: top-dose activity change, negative = cytotoxicity, usual class: inhibitors; 390,000 compounds, 0.16% hits; AID 504648; note: potency is the fitted concentration of half-maximal effect; % is set by controls: 0 for no effect and ±100 for the full control effect
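A549 ARE-Fluc cells in 5% FBS OPTI-MEM, 5000 cells/well, rested 2 h then exposed to compounds in concentration-response for 18-24 h at 37 °C. Viability by CellTiter-Fluor fluorescence (Ex 405/Em 525) after 30 min; luciferase luminescence (BugLite, 15 min, RT) read afterwards.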
Nrf2 block – Nrf2 pathway inhibition; A549 ARE-Fluc reporter, luciferase luminescence, 18-24 h; Potency, µM (top dose mostly 46 µM), for the others: top-dose activity change, negative = inhibition, most hits filed as inhibitors; 360,000 compounds, 2.1% hits; note: potency is the fitted concentration of half-maximal effect; % is set by controls: 0 for no effect and ±100 for the full control effect; nearly all actives have a fitted effect of over 60% in size
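A549 ARE_Fluc cells, 5000/well, 5% FBS OPTI-MEM; compounds in dose-response, 18-24 h at 37 °C/5% CO2; CellTiter-Fluor viability read (Ex 405/Em 525), then BugLite luciferase luminescence = Nrf2 activity.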
pAkt inh – blocks phosphorylation of Akt. Neuro2A IGF-stimulated pAkt S473 HTRF, 20 min; active compounds read low. AID 651550. activity change, % for hits at 50 µM. 360,000 compounds, 0.32% hits; in the data active = activity change below about -80%; inconclusive = mostly about -51% to -80%; note: % is set by controls: 0 for no effect and ±100 for the full control effect
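Neuro2A cells (4,500/well, DMEM with 0.5% FBS) were treated with compound at a single 50 µM final concentration, stimulated with 6 nM IGF for 20 min at 37 °C, and lysed. Phospho-Akt Ser473 was read by HTRF as 665/615 ratio ×10^4.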
TGFb inhibitor – TGF-b pathway inhibition | HepG2 CAGA-GFP TGF-b/SMAD3 reporter, GFP fluorescence, 18 h; TGF-beta stimulated, 500 pg/mL final | Potency, µM (titrated, usually from 46.1 µM), inactives show at the highest dose activity, negative = inhibition, actives largely listed as inhibitors | 410,000 compounds, 1.2% hits; note: potency is the fitted concentration of half-maximal effect; % is set by controls: 0 for no effect and ±100 for the full control effect; nearly all actives have a fitted effect of over 65% in size
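HEPG2 CAGA-GFP, 1000 cells/well; 2 h settle, 37 C; cpd via pin tool; TGF-b 500 pg/mL final; 18 h, 37 C; GFP imaging ex488/em500-530; %Activity normalised to -TGF-b and +DMSO controls; CRC fit, curve class.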
MmCpn inh – inhibitors of Methanococcus maripaludis chaperonin (MmCpn). Potency, µM (series often up to 76.9 µM), for the others: at the top dose activity, negative = inhibition, usual class: inhibitors. purified Mm-Cpn ATPase, ADP Transcreener TR-FRET. 330,000 compounds, 0.031% hits. AID 504842; note: potency is the fitted concentration of half-maximal effect; % is set by controls: 0 for no effect and ±100 for the full control effect; nearly all actives have a fitted effect of over 80% in size
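ATPase read-out: TR-FRET ADP immunoassay (anti-ADP Eu cryptate vs ADP-d2), ex 320 nm, em 590/665 nm; signal drops as ADP forms. Enzyme 25 nM, ATP 10 uM, 30 min at 37°C after 10 min compound preincubation.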
S2 tox – reduces viability in counter-screen for ATXN expression inhibitors; S2 cells (HEK-293 line with an ATXN2-luciferase reporter) viability, CellTiter-Fluor protease fluorescence, 24 h; Potency, µM (doses to about 56.7 µM), usual class: cytotoxic; 400,000 compounds, 0.49% hits; AID 651635; note: potency is the fitted concentration of half-maximal effect; nearly all actives have a fitted effect of over 40% in size
* marks the source's active call; other numbers are inactive results; i = inactive; ? = inconclusive; / = not tested or not shown; & = joins results of further samples; [ ] = another dose, or the depositor's remark. Unless noted, calls come from the whole dose curve; as a rule, active = well fitted curve in the direction sought with a large enough effect; inconclusive = small, poorly fitted or top-dose-only effect, or another doubt; inactive = no such curve, though single readings can be large; an effect the other way counts as inactive or inconclusive. Rows are unselected, and some 4.4% of all compounds hit somewhere here.

Below each SMILES – A549 viability, Nrf2 ARE act, CCT modulator, S2 tox, pAkt inh, Nrf2 block, HepG2 viability, TGFb inhibitor, MmCpn inh
CCOC(=O)C1CCN(C=Nc2cc(C)on2)CC1
    1%, -0.7%, 0.6, i, i, 5%, -1%, 1%, 1%
COc1cc(OC)c(N(C)C(=O)Nc2cn(CC(C)C)c(=O)c3ccccc23)cc1Cl
    -2%, 0.9%, /, i, /, ?, -12%, 15%, /
CN1CCN(c2ccc(NC(=O)c3cccs3)cc2)CC1
    1%, -0.4%, -0.2, i, i, ?, 0%, 0%, -3%
O=C(Oc1c(-c2ccccc2)c(=O)n2c3c(cccc13)CC2)c1ccccc1
    -1%, -0.5%, -0.6, i, i, 17%, -46%, ?, -4%
Cc1cccc(OCc2nnc(SCC(=O)N3CCCC3)n2C)c1
    -7%, 0.0%, 0.9, i, i, -13%, 22%, 1%, 0%
S=C(Nc1cccnc1)N1CCc2ccccc21
    5%, 4.9%, 2.4, i, i, 4%, -1%, -5%, 0%
Cc1cccc(C(=O)N2CCCN(C(=O)c3cccc(C)c3)CC2)c1
    4%, -0.5%, -4.7, i, i, /, -18%, ?, 1%
Cc1ccc(SCCC(=O)NC(C)C)cc1
    2%, -1.0%, 0.1, i, i, 16%, -3%, -14%, 0%
O=C(CSc1nc2[nH]ncc2c(=O)[nH]1)Nc1ccccc1F
    5%, 0.5%, 1.2, ?, i, 9%, 12%, 6%, -6%
COc1ccccc1Nc1nc(NCc2ccco2)nc(N)c1[N+](=O)[O-]
    -6%, -0.2%, -0.4, i, i, -22%, -80%, 0%, -1%
CCCc1cc(=O)oc2cc(O[C@@H]3O[C@H](CO)[C@@H](O)[C@H](O)[C@H]3O)ccc12
    -15%, -0.6%, -1.8, /, i, 1%, 0%, 22%, 1%
Cc1ccc(F)cc1NC(=O)Cn1c(=O)nc(-c2ccccc2F)c2cc(Cl)ccc21
    -11%, 4.5%, /, /, /, /, -7%, -19%, /
Cc1cc(C)c(Cn2c(=O)n(-c3ccccc3Cl)c(=O)c3c(C)c(C(=O)N(C)C)sc32)c(C)c1
    0%, -0.4%, /, i, /, /, -14%, -18%, /
CCN1C(=NCc2ccc(OC)cc2)N[C@@H](c2ccccc2)[C@H](C(=O)OC)[C@H]1C
    1%, -0.9%, -2.1, i, i, -4%, -8%, 6%, 3%&1%
COc1cc(NS(=O)(=O)c2ccc(NC(=S)NC(=O)c3sc4cc(F)ccc4c3Cl)cc2)nc(OC)n1
    1%, 2.2%, -2.3, i, i, -3%, 5%, -3%, -14%
CC1Cc2cc(/C=C3/SC(N4CCC(C(N)=O)CC4)=NC3=O)ccc2O1 (stereo unspecified)
    -2%, 2.3%, -7.4, i, i, 6%, -1%, 11%, -1%
Cc1cccc(N2CCN(C(=O)Cn3cccc3)CC2)c1C
    -2%, -0.6%, -1.3, i, i, -8%, -13%, -18%, 0%
NC(=S)N/N=C/c1ccccc1
    1%, 2.2%, -3.4, i, i, 8%, -17%, ?, 1%
Cc1ccc(NC(=O)C(=O)NCC(c2cccnc2)N2CCN(C)CC2)cc1C (stereo unspecified)
    2%, 0.8%, /, i, /, -11%, -25%, 6%, /
CCOc1ccc(NC(=O)Cn2c(=O)n(Cc3ccc4c(c3)OCO4)c(=O)c3ccc(C(=O)NC4CCCCC4)cc32)cc1
    6%, 0.0%, /, i, /, 5%, -13%, -2%, /
CCCCC#Cc1cncc(C(=O)NN)c1
    3%, 0.2%, -3.0, i, i, 18µM*, -24%, 12%, 0%
COCCOC(=O)C1=C(C)NC(=O)NC1c1cn(-c2ccccc2)nc1-c1cccs1 (stereo unspecified)
    -5%, 4.0%, 0.5, i, /, 4%, 5%, 15%, -4%
O=C(NCc1ccc(F)cc1)c1cc(C2CCCCN2C(=O)c2ccc3c(c2)CCO3)on1 (stereo unspecified)
    /, 4.4%, -0.9, ?, i, /, -24%, -9%, /
CCOc1ccc(NC(=O)/C(C#N)=C\c2ccc(N3CCCC3)c(C)c2)cc1
    -1%, 0.2%, -17, i, i, 4%, 9%, 37%, /
COc1ccc(CCNC(=O)Nc2ccc3nc([C@@H]4O[C@H](CO)[C@@H](O)[C@H](O)[C@H]4O)[nH]c3c2)cc1Br
    /, 0.5%, -0.1, i, i, /, 6%, 2%, /
O=C(O)CC1COc2ccccc2N1C(=O)c1ccccc1Cl (stereo unspecified)
    -5%, 0.8%, -4.7, i, i, 6%, 46%, 13%, -4%
CN(CCCC(=O)Nc1ccccc1F)S(=O)(=O)c1ccc(F)cc1
    1%, 0.1%, -1.4, i, i, 3%, 1%, -15%, -2%
CCOc1ccccc1OCCn1nc2ccccc2n1
    2%, 11%, 1.1, i, i, 3%, 17%, 24%, -1%
NC(C(=O)O)c1nn[nH]n1 (stereo unspecified)
    1%, /, /, /, /, 9%, -16%, 0%, /
COc1ccc(-c2nnc(-c3ccc(Br)o3)o2)cc1OC
    -4%, 3.3%, -3.5, i, i, 0%, -18%, 20%, ?
Cc1[nH]n2c(=O)c3c(nc2c1-c1ccccc1)CCCC3
    -8%, -0.5%, 0.3, i, i, -21%, -21%, -5%, 1%
COc1cc(C)ccc1N(CCCN1C(=O)c2cccc3cccc(c23)C1=O)C(=O)c1cccs1
    1%, 15%, -0.7, i, i, ?, -4%, 50%[activator], -4%
Cc1cc2c3c(c1)C1(C(=O)N3C(C)(C)CC2C)C(C#N)=C(N)OC2=C1C(=O)CC(C)(C)C2 (stereo unspecified)
    -22%, -0.2%, 0.9, i, i, -29%, 0%, 6%, 0%
CCCOC(=O)N1CCN(/[N+]([O-])=N/Oc2ccc([N+](=O)[O-])cc2[N+](=O)[O-])CC1
    ?, /, /, /, /, -1%, -97%, 7.1µM*, /
CCSc1nnnn1-c1cccc(C(=O)O)c1
    0%, 18%, /, i, /, /, -29%, -13%, /
O=C(O)C1CCCCC1C(=O)NCc1ccccn1 (stereo unspecified)
    1%, -0.6%, -1.3, i, i, -8%, -2%, -16%, -13%
CCC(Oc1ccccc1)C(=O)NC1C(=O)N2C1SC(C)(C)C2C(=O)O (stereo unspecified)
    0%, 0.2%, 0.5, i, i, 21%, -2%, 14%, 1%
CCc1ccc(C2(C)SC(NC(C)=O)=NN2C(C)=O)cc1 (stereo unspecified)
    -3%, 0.0%, -0.4, i, i, 0%, 8%, 9%, -2%
O=S(=O)(O)c1nc2ccccc2[nH]1
    3%, -0.3%, -1.5, i, i, 2%, 3%, -8%, 2%
CCOCc1nnc(NC(=O)C2CC(=O)N(C3CCCC3)C2)s1 (stereo unspecified)
    8%, 0.2%, 0.2, i, i, -14%, 0%, -16%, 0%
COc1ccc(CCNC(=O)c2cc(S(=O)(=O)N3CCc4ccccc43)ccc2F)cc1OC
    /, -0.9%, 0.4, i, i, /, -39%, ?, /
CCCCNC(=O)N(c1c(N)n(Cc2ccccc2)c(=O)[nH]c1=O)C1CCCC1
    -7%, -0.4%, 0.5, i, i, -3%, 6%, -4%, -1%
Clc1ccc(-c2nnc(SCc3nc4ccccc4[nH]3)o2)c(Cl)c1
    -14%, 11%, -4.9, i, i, ?, -31%, -15%, -2%
NC(=O)CNCCC(c1ccccc1)c1ccccc1
    -6%, -0.1%, 0.3, i, i, 5%, -12%, 2%, -5%
CC(C)(C)c1ccc(C(=O)NCCC(=O)NNC(=O)COc2ccc(F)cc2)cc1
    -1%, -2.4%, -0.6, i, i, 9%, 3%, -3%, 2%
Fc1ccccc1CNC(=S)NC1CCCCC1
    -2%, 0.2%, -2.4, i, i, -19%, -4%, -22%, 2%
O=C(Nc1ccccc1)C(Cc1ccccc1)c1ccccc1 (stereo unspecified)
    0%, 0.0%, 0.0, i, i, 4%, 12%, ?, /
Cc1cccc(NC(=O)COC(=O)CN2C(=O)c3ccccc3C2=O)c1C
    /, -1.5%, 0.7, i, i, /, 2%, -2%, /
Cn1c(=O)c2c(nc(CN3CCN(C(=O)c4ccco4)CC3)n2Cc2ccccc2F)n(C)c1=O
    12%, 0.0%, -2.3, i, i, -28%, 23%, 1%, 1%
CCn1cc(S(=O)(=O)c2ccc(OC)cc2)c(=O)c2cc(F)c(N3CCC(C)CC3)cc21
    0%, 0.1%, /, /, /, 16µM*, -18%, ?, /
O=C(COc1c(Cl)cccc1Cl)NN1C(=O)CSC1=S
    7%, 0.4%, 1.0, i, i, -2%, 1%, 6%, ?
C/C(=N\NC(=S)Nc1ccc(F)cc1)c1ccc2c(c1)OCCO2
    -4%, 6.2%, -0.5, i, i, 10%, -75%, -30%, 1%
COc1ccccc1C(=O)NCCC(=O)N(C)Cc1cccs1
    8%, -0.2%, -0.2, i, i, 1%, -24%, -1%, 0%
COc1ccc(NC(C)C(=O)N/N=C/c2cc(Br)ccc2OC)cc1 (stereo unspecified)
    -4%, 2.8%, 1.2, i, i, -10%, -1%, -10%, -8%
CCOc1ccc(NC(=O)c2ccc3c(SCC(=O)O)c4c(nc3c2)CCC4)cc1
    2%, -0.1%, /, i, /, 5%, -6%, -1%, /
CCCCc1nnc(SCc2cc(=O)c3cc(C(=O)OCC)ccc3[nH]2)n1C
    -9%, -0.5%, /, i, /, /, -47%, -5%, /
O=C(NCCN1CCOCC1)c1cc(-c2ccc(Cl)cc2)on1
    -6%, -0.5%, -3.2, i, i, 2%, -36%, 12%, 1%
